TLR9-MyD88 block: inhibitors of human TLR9-MyD88 binding; Q9NR96+Q99836; CHO BLA complementation TLR9-MyD88, CCF4 FRET ratio; inhibition, % at 4.98 µM; actives 0.21% (n = 340,000); AID 504734;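 active means inhibition above the mean over all tested compounds plus 3 SD, cut at about 21% in these data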;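 further: 0% = DMSO only wells and 100% = clavulanate BLA inhibitor control wells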
ABCB6 inh 2: inhibitors of human ABC transporter ABCB6 | K562-ABCB6 porphyrin accumulation, flow cytometry, 1 h; stronger effect = lower value | actives 0.19% (n = 360,000) | fluorescence ratio to DMSO, % at 10 µM;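 active means fluorescence ratio to DMSO below 75%, the collection mean minus 3 SD; inconclusive means too few cells collected in the well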;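 further: signal is porphyrin accumulated inside mitochondria; 100% equals median channel fluorescence of DMSO control wells; lower ratio means ABCB6 inhibition with less porphyrin fluorescence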
Target sequence (Q9NP58 whole entry, looked up): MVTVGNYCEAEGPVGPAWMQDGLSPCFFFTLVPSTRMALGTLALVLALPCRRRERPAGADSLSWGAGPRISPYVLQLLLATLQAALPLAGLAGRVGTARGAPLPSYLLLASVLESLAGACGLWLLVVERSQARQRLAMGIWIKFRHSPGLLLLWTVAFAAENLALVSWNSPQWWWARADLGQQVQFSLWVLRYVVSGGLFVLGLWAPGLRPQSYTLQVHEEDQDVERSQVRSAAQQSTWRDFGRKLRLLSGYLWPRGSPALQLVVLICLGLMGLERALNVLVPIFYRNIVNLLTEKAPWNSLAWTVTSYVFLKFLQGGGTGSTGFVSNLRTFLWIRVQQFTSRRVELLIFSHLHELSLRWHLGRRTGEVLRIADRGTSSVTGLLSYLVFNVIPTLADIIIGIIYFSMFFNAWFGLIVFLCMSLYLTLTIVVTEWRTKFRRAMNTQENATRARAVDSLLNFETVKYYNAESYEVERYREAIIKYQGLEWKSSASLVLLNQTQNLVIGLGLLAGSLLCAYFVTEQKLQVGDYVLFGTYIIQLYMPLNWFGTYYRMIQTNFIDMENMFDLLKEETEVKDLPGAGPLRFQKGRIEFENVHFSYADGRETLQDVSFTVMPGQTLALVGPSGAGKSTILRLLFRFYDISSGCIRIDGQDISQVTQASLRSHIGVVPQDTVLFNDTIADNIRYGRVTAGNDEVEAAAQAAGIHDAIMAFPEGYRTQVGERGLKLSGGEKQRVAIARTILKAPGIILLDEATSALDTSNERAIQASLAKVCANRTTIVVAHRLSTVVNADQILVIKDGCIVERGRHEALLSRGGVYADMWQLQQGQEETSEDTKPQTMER
Cardio protect: protects H9c2 cardiomyocytes from peroxide injury; protection from H2O2 cell death, % at 20 µM; AID 588492; H2O2 injury protection, ATPLite, 2 h; actives 0.63% (n = 360,000);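 active means compounds giving at least 50% protection of heart cells from peroxide-induced death in the single-dose screen, raw or plate-pattern-corrected value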;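 further: 0% = DMSO wells with peroxide and 100% = DMSO wells without peroxide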
MC4R barr agon: agonists of human melanocortin 4 receptor (MC4R) beta-arrestin. actives 0.98% (n = 360,000). U2OS MC4R beta-arrestin complementation, luminescence; percent of melanotan II response, DMSO zero. P32245. AID 540308. activation, % at 8.9 µM;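 active means activation above a per-plate cutoff, the mean activation of sample wells on that plate plus 3 SD, cut at about 8% in these data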
ABHD5-PLIN5 inh: blocks binding of human ABHD5 to perilipin-5. inhibition, % at 4 µM. AID 602281. Split G. princeps luciferase complementation, luminescence, 4 h. actives 0.78% (n = 360,000);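 active means inhibition above the mean inhibition across every tested compound plus 3 SD, cut at about 22% in these data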;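 further: 0% = DMSO only wells and the 100% control is not disclosed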
NOD2 RIPK2 PPI: blocks binding of human NOD2 to RIPK2; CHO BLA complementation NOD2-RIPK2, CCF4 ratio; AID 624267; actives 0.38% (n = 360,000); inhibition, % at 4.98 µM; O43353; in the data active means inhibition above about 21%;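 further: 0% = vehicle only and 100% = reference blocker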
N-glyco inh: N-linked glycosylation inhibition; D54 ERlucT glycosylation luciferase reporter, 24 h; percent of 100 nM tunicamycin response; AID 588692; reporter increase, % at 12.5 µM; actives 0.23% (n = 360,000);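 active means mean luciferase reporter signal, scaled so untreated is 0 and the glycosylation-blocking control 100, at or above a set limit in every replicate; inconclusive means mean reaches the limit but not every replicate does; inactive means mean below the limit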;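 further: luciferase carries N-glycosylation sites so blocking glycosylation raises the light; 0% = median of neutral control wells and 100% = median of 100 nM tunicamycin wells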
MC4R antag cAMP: antagonists of human melanocortin 4 receptor (MC4R); P32245; MC4R-expressing cells, MTII-stimulated cAMP, LANCE TR-FRET; inhibition, % at 6.5 µM; actives 0.48% (n = 360,000);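 active means inhibition above its plate's cutoff, the mean of tested wells on that plate plus 3 SD, cut at about 29% in these data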;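 further: 0% = Melanotan II alone and 100% = Melanotan II plus saturating MCL0020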
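System – human MC4R-expressing U2OS cells · Also added – Melanotan II · Dosing – one concentration, 6.5 µM nominal · Timing – 30-min compound, 1-h challenge, 1-h detection, room temperature · Measured by – Eu-cAMP/anti-cAMP TR-FRET, emission 671 nm · Replicates – singlicate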
SRC2 inh: inhibits human steroid receptor coactivator 2 | inhibition, % at 9 µM | Q15596 | actives 0.17% (n = 370,000) | AID 651957 | HEK293 GAL4-SRC2 luciferase reporter, luminescence;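 active means inhibition above the mean inhibition of all tested compounds plus 3 SD, set per campaign, cut at about 52% in these data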;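 further: 0% = DMSO treated cells and 100% = cells given Gossypol at 36 µM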
HTR2A ag: agonists of mouse serotonin 5-HT2A receptor (HTR2A). P35363. AID 624169. activation, % at 7.6 µM. CHO-K1 mHTR2A beta-arrestin complementation, luminescence; percent of 30 µM serotonin response. actives 0.66% (n = 360,000);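 active means activation above a run cutoff, the mean activation of all tested compounds plus 3 SD, cut at about 14% in these data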;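 further: 0% = plate median of compound wells and 100% = 30 µM serotonin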
* marks the source's active call; other numbers are inactive results; ? = inconclusive; . = not tested or not shown.

nr	structure	TLR9-MyD88 block	MC4R antag cAMP	N-glyco inh	NOD2 RIPK2 PPI	Cardio protect	HTR2A ag	ABCB6 inh 2	SRC2 inh	ABHD5-PLIN5 inh	MC4R barr agon
1	CCC1CCc2[nH]nc(C(=O)O)c2C1 (configuration not stated)	11	10	1	-6	-3	1	100	-4	-4	-1.5
2	Cc1[nH]c2ccccc2c(=O)c1CNCc1ccccc1	-7	2	2	-11	10	10	93	-5	4	3.6
3	O=C(Nc1cc(Cl)ccc1-n1cncn1)c1cc(F)c(F)c(F)c1F	-1	31*	1	-13	0	3	99	-1	4	1.5
4	CCOC(=O)c1nc(Nc2cc(Cl)ccc2OC)c2ccccc2n1	2	16	-4	-2	5	1	89	-5	-4	1.3
5	COc1cccc(S(=O)(=O)Nc2ccc3c(c2)[C@@H]2C[C@@H](CC(=O)NCc4ccc(Cl)cc4)O[C@@H](CO)[C@@H]2O3)c1	.	.	18	-6	2	2	110	1	-5	.
6	COC(=O)c1sccc1NC(=O)Nc1ccccc1F	0	-2	1	-13	-3	2	104	-13	-2	-0.4
7	COc1cc(-c2noc(CCCC(=O)NC3CCCCC3)n2)cc(OC)c1OC	7	3	1	-5	6	0	100	-11	-8	-1.0
8	CN(CC(=O)NCc1ccncc1)S(=O)(=O)c1ccc(Br)cc1	-3	7	1	-9	-2	-10	104	3	2	-0.9
9	CCc1nnc(NC(=O)C(C)N2C(=O)C3C4C=CC(C4)C3C2=O)s1 (configuration not stated)	-12	-2	4	1	0	0	92	-4	-3	-0.7
10	CC1(C)Cc2ccccc2-c2nnc(SCC(=O)Nc3ccc4c(c3)OCO4)n21	-3	4	-1	-5	9	2	91	9	2	-2.5
11	COc1ccc(CN(C)C(=O)c2ccc(NC(=O)CC3SC(N4CCCC4)=NC3=O)cc2)c(OC)c1OC (configuration not stated)	-11	-1	5	2	-1	7	106	15	-11	-0.3
12	C=CCOc1c(Cl)cc(CNc2ccc3[nH]c(=O)[nH]c3c2)cc1OC	-6	14	17	-5	10	-4	103	15	4	0.4
13	CCCCS(=O)(=O)N1CCN(S(=O)(=O)c2cccs2)CC1	-12	5	0	14	1	1	102	-11	-7	-1.0
14	COc1cccc(C2C3=C(N=C4SCC(=O)N42)c2ccccc2CC3)c1OC (configuration not stated)	-2	8	-1	-11	1	-4	101	-20	-6	0.0
15	c1ccc(-c2nnc(NC3=NCCC3)o2)cc1	-2	1	-17	-1	-10	-2	99	-45	-4	-1.8
16	COc1ccccc1CC(=O)Nc1ccc([N+](=O)[O-])cc1O	-7	-10	-2	-7	-14	-5	106	-13	-3	-1.3
17	CCc1nnc(SCC(=O)Nc2ccccc2)n1CC1CCCO1 (configuration not stated)	-7	0	5	-18	0	-4	96	-17	2	-3.0
18	CCCCc1c(-c2ccc(Br)cc2)ncn1CCc1ccccc1OC	.	.	.	-6	.	-7	129	22	-8	.
19	O=C(c1ccco1)N1CCN(C(=O)c2ccccc2[N+](=O)[O-])CC1	-5	2	0	-6	-5	4	87	-21	-2	-3.8
20	Cn1c(=O)c2c(SCC(=O)Nc3ccc4c(c3)OCCO4)nc(CC(C)(C)C)nc2n(C)c1=O	0	6	2	-1	23	0	93	-25	-9	1.6
21	Cc1cccc(N2CCN(S(=O)(=O)c3ccc4[nH]c(=O)ccc4c3)CC2)c1C	-3	11	1	1	-6	-1	98	16	1	6.6
22	COc1ccc(C(=O)OCC(=O)Nc2cccc(C(C)=O)c2)cc1OC	-4	-4	3	-4	5	0	97	-28	-2	1.5
23	COc1c2ccoc2cc2oc(C)cc(=O)c12	-3	-1	2	-18	-8	-1	103	5	4	1.6
24	O=S1(=O)c2ccc(Br)cc2N2CCC[C@@H]2CN1C1CC1	-9	10	-3	10	-8	-5	96	-1	-4	-0.8
25	CCN1CCN(c2cc(C)c3cc(NC(=O)c4ccc(Br)o4)ccc3n2)CC1	12	11	-1	-1	11	-12	96	-16	6	-0.3
26	COc1ccccc1NC(=O)CSc1nnc2ccc(-c3cccnc3)nn12	9	0	1	7	10	4	97	-10	0	-1.9
27	Cc1ccc2c(c1)c1c3n2CCN(C(=O)C2CC2)C3CCC1 (configuration not stated)	6	-6	1	-2	-6	6	97	-21	3	0.0
28	CCC(C)[C@H](NC(=O)N1CCCC1)C(=O)OC (some centres not stated)	-12	4	1	0	-1	3	96	-10	-4	-2.1
29	CN(Cc1ccccn1)Cc1nc(COc2ccccc2)no1	-3	7	1	-1	5	-4	97	-6	-3	-2.1
30	CN1C(=O)C2(OCCCO2)c2ccccc21	-1	-1	0	6	5	-4	97	-11	4	-1.3
31	N#Cc1ccsc1NC(=O)COC(=O)c1cc(Br)ccc1O	-14	16	0	-3	-2	14	99	-30	-2	0.5
32	CC(=O)Nc1cccc(NC(=O)CSc2nnc3ccc(-c4cccnc4)nn23)c1	-2	0	1	-9	6	-8	97	-5	19	0.6
33	CC(N=C1NS(=O)(=O)c2ccccc21)C(=O)NCc1ccncc1 (configuration not stated)	4	-2	1	3	4	-2	98	11	-5	-3.6
34	CCOC(=O)C1CCCN(C(=O)c2ccc(S(=O)(=O)Nc3ccccc3OC)cc2)C1 (configuration not stated)	2	5	3	-4	-11	-1	87	9	-3	-3.8
35	O=C(COC(=O)c1cc(-c2ccc(F)cc2)nc2ccccc12)NCC1CCCO1 (configuration not stated)	-1	13	0	5	31	4	100	-43	-4	0.0
36	Cc1cccc(-n2ncc3c(NCc4ccccn4)ncnc32)c1	4	0	4	-6	7	-4	94	-30	3	-1.8
37	CCc1ccc(N/C(SCc2ccccc2C)=C(/C#N)C(=O)NCc2ccco2)cc1	6	6	-3	-5	-9	-5	94	-18	-4	2.7
38	O=C(CN1C(=O)NC2(CCCC2)C1=O)Nc1ccccc1N1CCCC1	-1	2	0	8	2	-1	105	-2	0	-2.4
39	CCOc1cc(C(=S)N2CCOCC2)ccc1OS(=O)(=O)c1ccc(Br)cc1	-7	4	-1	-20	-7	-4	105	10	-3	-0.8
40	CCn1c(C)nc2cc(C(=O)NNC(=O)[C@@H](NC(=O)c3cc(OC)cc(OC)c3)C(C)C)ccc21	1	7	2	-9	-2	-5	104	-7	-4	-1.1
41	O=C(CSc1ccc2nnc(-c3ccncc3)n2n1)Nc1ccc2c(c1)OCCO2	6	1	3	-8	20	5	97	11	0	-1.1
42	CN1CCN(C(=S)c2cn(Cc3ccccc3F)c3ccccc23)CC1	7	0	-4	-2	-2	-9	95	-4	9	-3.0
43	COc1ccc(C(=O)Nc2cc(C)ccc2NC(=O)COc2ccccc2)cc1	-6	3	1	-12	5	-5	101	-5	-2	0.4
44	Cn1c(-c2ccc3c(c2)OCO3)cc(=O)c2ccccc21	3	-2	-2	-2	10	-1	99	0	-5	0.2
45	Cc1cccc(C)c1NC(=O)CCCSc1nnc(-c2ccco2)n1-c1ccccc1	-8	4	-4	-4	-2	5	91	4	-1	-1.2
46	COc1cc2c(cc1OC)-c1cc(OCc3cccnc3)nc(=O)n1CC2	4	0	-2	-6	9	-4	93	-21	5	1.1
47	COCC(C)n1c(SCC(=O)NC2CCCCC2C)nc2ccccc2c1=O (configuration not stated)	-18	6	-3	-11	-1	7	105	-14	4	-0.8
48	O=C(Cc1ccccc1[N+](=O)[O-])NCCc1ccc(F)cc1	-11	-5	-3	7	1	3	97	0	-3	-2.1
49	O=C(Cc1ccc(F)cc1)OCC(=O)c1cc2ccccc2o1	3	2	0	-4	-7	-5	87	-10	-2	0.9
50	COc1ccc(NS(=O)(=O)c2cccc(C(=O)NNC(=O)CNC(=O)c3ccccc3F)c2)cc1	-2	6	0	-6	-3	0	104	2	-12	-2.1

Continued.
nr	structure	TLR9-MyD88 block	MC4R antag cAMP	N-glyco inh	NOD2 RIPK2 PPI	Cardio protect	HTR2A ag	ABCB6 inh 2	SRC2 inh	ABHD5-PLIN5 inh	MC4R barr agon
51	Cc1ccc(CNC(=O)C(=O)NCC2CCCO2)cc1 (configuration not stated)	-5	6	3	-14	8	-1	97	-12	6	-1.0
52	Cc1ccc(O)c(C2=Nc3ccccc3N=C(c3ccc([N+](=O)[O-])cc3)C2)c1	-12	-6	-11	-9	-10	11	89	-51	5	-0.5
53	O=C(N=C1SC2CS(=O)(=O)CC2N1c1ccccc1C(F)(F)F)C1CCCO1 (configuration not stated)	-1	-1	-1	-3	4	-1	99	3	-3	-2.6
54	CC(=O)Nc1ccc2c(c1)nc1n2CCN(C2CCCCC2)C1	-13	1	1	-14	-1	1	93	-17	5	-0.2
55	CC(=O)N1c2ccc(S(=O)(=O)NC(CC(=O)O)c3ccc(Br)cc3)cc2CC1C (configuration not stated)	0	10	1	12	1	-3	99	-26	-5	-2.2
56	CC1(c2nnnn2Cc2ccccc2)CCC(=O)N1c1ccc(N2CCOCC2)cc1 (configuration not stated)	.	.	.	-6	.	-2	97	-11	4	.
57	COc1ccc(/C(N)=N/OC(=O)c2cccc([N+](=O)[O-])c2C)cc1	-4	-1	2	-3	-24	4	100	3	-8	0.8
58	CCOC(=O)C1CCN(C(=O)C2CCC(=O)N(Cc3cccc(C(F)(F)F)c3)C2)CC1 (configuration not stated)	-3	17	-2	3	-1	5	91	-28	-5	-1.5
59	CCc1ccc(Oc2coc3cc(O)ccc3c2=O)cc1	-3	-2	3	0	-7	-10	97	-31	-1	0.4
60	Cc1c(Cl)c([N+](=O)[O-])nn1CCCC(=O)Nc1ccc(Cl)cc1Cl	-8	5	0	10	1	-5	93	-9	6	2.9
61	Cc1ccc(NS(=O)(=O)c2cc(OCC(N)=O)c(C)cc2Cl)cc1C	-5	0	-2	-15	-9	6	93	-1	13	1.5
62	C#CCOCCOCCOCCNc1nc(N2CCN(C(=O)[C@H](CO)n3cc([C@@H](N)C(C)C)nn3)CC2)nc(N2CCN(C(=O)[C@H](CCCCN)n3cc([C@@H](N)[C@H](C)CC)nn3)CC2)n1	3	16	1	7	1	-4	97	5	-3	-1.7
63	CCC(C)NS(=O)(=O)c1ccc(OCC(=O)NCc2ccc(OC)cc2)cc1 (configuration not stated)	4	1	1	-4	-1	3	99	-5	-6	-3.8
64	CCn1c(N2CCN(S(=O)(=O)c3ccc(OC)cc3)CC2)nc2ccccc21	2	1	-2	10	-10	17*	105	6	4	-0.6
65	O=C(OC1CCOC1=O)c1ccc2ncsc2c1 (configuration not stated)	-3	-10	1	-2	-4	9	?	2	-4	0.0
66	Cc1nn(-c2ccccc2)c(N2CCCC2)c1/C=N/NC(=O)c1cc(-c2ccccn2)nc2ccccc12	5	2	-1	4	57*	15*	96	9	-2	1.0
67	N#Cc1cccc(C(=O)OCC(=O)NCc2ccco2)c1	-8	1	1	-13	-1	5	87	-26	7	-1.6

Assay outcomes (PubChem)

A portion of the library; count on the stated rates, not on these rows.
